HCMV antiviral = qHTS Assay for inhibitors of the human cytomegalovirus (HCMV) | actives 4.5% (n = 410,000) | AID 1259415, 2018 | activity change, negative = inhibition, % at 57.5 µM | HFF cells, HCMV-luciferase reporter, 72 h; stronger effect = lower value; in the data active = activity change below about -60%; inconclusive = no clear call, values can overlap the other calls; inactive = above about -39%
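Screen run at 2 compound doses on HFFs infected with reporter HCMV, MOI 1 PFU/cell. Luciferase activity from cell lysates at 72 h post infection gave inhibition relative to buffer-only and Salinomycin wells.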
HCV inhibitor = qHTS Assay for Inhibitors of Hepatitis C Virus (HCV). actives 3.4% (n = 340,000). Potency, µM (top dose mostly 41.8 µM), without a hit: at the highest dose activity change, negative = inhibition, actives largely listed as inhibitors. Huh7.5.1 HCVcc-Cre infection, luciferase reporter, 44 h; also: potency is read from the fitted curve at half-maximal effect
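Cells seeded at 1,000/well and cultured 4 h, then compounds added followed by HCVcc-Cre virus (~0.5 moi). After 44 h further culture, luciferase substrate was added, plates held 15 min at room temperature, and luminescence read for 15 sec.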
AMA1 RON2 block = qHTS for Inhibitors of AMA1-RON; Towards Development of Antimalarial Drug Lead: Primary Screen; actives 0.2% (n = 360,000); AID 720542, 2013; Potency, µM (doses to about 58.2 µM), without a hit: at the highest dose activity change, negative = inhibition, hits mostly inhibitors; Plasmodium falciparum AMA1 (3D7) - RON2 peptide interaction; AlphaScreen AMA1-biotinylated RON2 peptide binding;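 also: potency is read from the fitted curve at half-maximal effect; 0% = vehicle wells and -100% = peptide control; nearly all actives have a fitted effect of over 45% in size; some results filed as inactive show a strong effect at the top dose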
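AMA1 (3D7) with his tag at 25 nM final met compounds first, then biotinylated RON2 peptide at 25 nM; detection used donor plus acceptor beads, 10 µg/mL apiece, read by AlphaScreen after 30 min at room temperature.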
Sm TGR block = qHTS Assay for the Inhibitors of Schistosoma Mansoni Peroxiredoxins. Potency, µM (highest dose often 114 µM), for the others: at the highest dose activity change, negative = inhibition, hits mostly inhibitors. purified TGR, DTNB reduction, TNB absorbance 405 nm. Schistosoma mansoni thioredoxin glutathione reductase (TGR), Q962Y6. actives 3% (n = 360,000); also: potency is read from the fitted curve at half-maximal effect; nearly all actives have a fitted effect of over 60% in size
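First, TGR (20 nM dispensed) and NADPH were mixed with compound. Second, a 15 min room-temperature incubation followed. Third, further NADPH and then DTNB were added to start the reaction. Finally, TNB absorbance was monitored kinetically.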
AmpC detergent = qHTS Inhibitors of AmpC Beta-Lactamase (assay with detergent); AID 485294, 2010; actives 0.041% (n = 370,000); AmpC hydrolysis of nitrocefin, absorbance 480 nm, 0.01% Triton; P00811; Potency, µM (doses to about 114 µM), for inactives: at the highest dose activity change, negative = inhibition, hits mostly inhibitors;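 also: potency is read from the fitted curve at half-maximal effect; 0% = no-compound wells and -100% = no-enzyme wells; nearly all actives have a fitted effect of over 25% in size; some results filed as inactive show a strong effect at the top dose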
Target sequence (P00811 whole entry, looked up): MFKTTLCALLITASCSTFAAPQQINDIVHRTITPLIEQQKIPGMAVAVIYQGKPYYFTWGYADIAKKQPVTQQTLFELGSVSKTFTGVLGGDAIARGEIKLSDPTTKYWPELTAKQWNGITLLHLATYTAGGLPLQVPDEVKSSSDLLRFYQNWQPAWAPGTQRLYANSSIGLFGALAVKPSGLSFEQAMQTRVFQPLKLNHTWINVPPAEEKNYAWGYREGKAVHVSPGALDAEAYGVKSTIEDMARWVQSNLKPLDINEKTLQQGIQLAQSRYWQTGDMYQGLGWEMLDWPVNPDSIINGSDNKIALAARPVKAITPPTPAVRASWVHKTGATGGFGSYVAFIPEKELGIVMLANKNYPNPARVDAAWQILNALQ
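AmpC (5.3 nM in the dispensed reagent) in 20 mM phosphate pH 7.0 with 0.01% (detergent screen) or 0.0001% Triton X-100 was preincubated with compounds for 15 min at room temperature. Nitrocefin was then added from an 800 uM solution, and hydrolysis was followed at 480 nm.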
Giardia FBPA inh = qHTS Assay for Inhibitors of Fructose-1,6-bisphosphate Aldolase from Giardia Lamblia | actives 0.71% (n = 290,000) | A8B2U2 | Potency, µM (highest dose often 59.6 µM), for inactives: top-dose activity, negative = inhibition, hits mostly inhibitors | purified Giardia FBPA | AID 2451, 2010; also: potency is read from the fitted curve at half-maximal effect; nearly all actives have a fitted effect of over 55% in size
Target sequence (A8B2U2 whole entry, looked up): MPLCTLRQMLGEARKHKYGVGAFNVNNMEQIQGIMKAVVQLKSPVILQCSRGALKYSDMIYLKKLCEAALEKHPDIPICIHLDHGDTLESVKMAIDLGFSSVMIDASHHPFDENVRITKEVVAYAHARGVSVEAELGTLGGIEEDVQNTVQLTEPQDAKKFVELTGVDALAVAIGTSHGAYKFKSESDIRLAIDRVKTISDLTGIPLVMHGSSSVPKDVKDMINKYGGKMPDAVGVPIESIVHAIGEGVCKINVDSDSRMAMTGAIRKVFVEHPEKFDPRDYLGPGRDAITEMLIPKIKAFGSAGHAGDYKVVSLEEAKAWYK
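Giardia FBPA (40 nM reagent) was preincubated 10 min at RT with compound (up to 57.5 uM final), then substrate plus GAPDH/TPI/NAD/arsenate coupling system with diaphorase/resazurin was added; resorufin fluorescence (525/598 nm) was read after 20 min.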
* hit, by the source's call; ? = inconclusive; nt = not tested or not shown; [ ] = another dose, or the depositor's remark. Unless noted, calls follow the shape of the dose curve; as a rule, active = well fitted curve in the direction sought with a large enough effect; inconclusive = small, poorly fitted or top-dose-only effect, or another doubt; inactive = no such curve, though single readings can be large; an effect the other way counts as inactive or inconclusive. Unless noted, % is scaled to controls: 0 for no effect and ±100 for the full control effect.

SMILES	HCMV antiviral	HCV inhibitor	AMA1 RON2 block	Sm TGR block	AmpC detergent	Giardia FBPA inh
Cc1ccccc1-n1cc(CNC(=O)CC2C(=O)NCCN2C/C=C/c2ccccc2)cn1 (centres undefined)	22	-4%	-11%	1%	4%	3%
Cc1cccc[n+]1CC(=O)c1ccc([N+](=O)[O-])cc1	-87*	?	4%	nt	nt	nt
O=C(CNC(=O)c1ccccc1F)NCc1ccncc1	19	26%	?	nt	nt	nt
Cn1c(=O)n(CCc2ccccc2)c(=O)c2c1nc1n2CCCN1c1ccccc1	6	-15%	-5%	0%	-2%	3%
COC(=O)c1ccc2c(=O)n(CCCCCC(=O)O)c(=O)[nH]c2c1	-19	7%	2%	6%	-2%	0%
CCC(=O)N(Cc1cc2c(C)cc(C)cc2[nH]c1=O)C1CCCCC1	-13	?	0%	-6%	2%	3%
CC(=O)c1ccc(OCCn2c(SCC(=O)O)nc3ccccc32)cc1	-17	18%	12%	-31%	1%	-10%
O=C(Nc1ccc(Cl)cc1)Nc1ccccc1Sc1ncc([N+](=O)[O-])s1	?	-18%	72%[activator]	4.5µM*	4%	-19%
COCCNC(=S)N/N=C/c1ccc(OCc2ccc(C(=O)OC)cc2)cc1	-28	?	14%	-2%	-13%	8%
C=CCOc1c(Br)cc(C2C3=C(CCCC3=O)N(C)C3=C2C(=O)CCC3)cc1OCC	-12	-8%	13%	3%	-8%	?
CCCCC(CCC(=O)Nc1cc([N+](=O)[O-])ccc1O)C(=O)O (centres undefined)	1	-16%	0%	0%	6%	10%
CSc1nc2ccccc2n1CC(=O)Nc1cc(C(F)(F)F)ccc1N1CCOCC1	-19	-20%	-5%	5%	1%	-1%
COc1cccc(C(=O)C2CCCN(C/C=C/c3ccccc3OC)C2)c1 (centres undefined)	-7	11%	-17%	?	6%	-1%
CN(C)/C=C/C(=O)c1ccc(OCCN(C)c2ccccn2)cc1	38	-29%	-4%	-3%	-7%	-3%
Cc1cc2oc(C(=O)NCc3ccncc3)c(C)c2cc1C	2	?	-6%	-18%	-12%	3%
CCc1nc2ccc(C(=O)NCc3ccccc3C)cc2nc1CC	16	nt	nt	12%	7%	nt
C=CCn1c(O)c(N=NC(=O)c2ccccc2NS(=O)(=O)c2cccs2)c2ccccc21	-95*	17%	13%[11.6 µM]	-10%	-2%	19%
CCOc1ccc2nc(NC(=O)c3nc(SCc4ccccc4F)ncc3Cl)sc2c1	15	nt	nt	2%	20%	nt
COc1ccccc1N1C(=O)c2ccccc2NC1c1ccc(O)cc1 (centres undefined)	-9	5%	11%	-3%	-2%	5%
Cc1ccccc1-n1c(C)nc2ccccc21	3	-2%	0%	2%	7%	-2%
CC(C)(C)OC(=O)NCc1ccc(CNC(=O)c2nc[nH]c2C(=O)N2CCN(c3ccccc3)CC2)cc1	-6	?	91%[activator]	-2%	-6%	nt
CCN1CCN(S(=O)(=O)c2ccc(Cl)c(C(=O)N(C)CC(=O)Nc3c(C)cccc3C)c2)CC1	22	-9%	73%[activator]	nt	nt	nt
COc1ccc(C2CC(c3ccccc3)=NN2c2ccccc2)c(C(=O)O)c1OC (centres undefined)	-24	28%	0%	-13%	-6%	5%
CSc1nc(=S)c2[nH]c(=S)[nH]c2[nH]1	-2	35%[activator]	61%[activator]	1%	-18%	?
CCC(=O)Nc1cccc(NC(=O)c2ccc(C)c([N+](=O)[O-])c2)c1	44	-28%	-7%	6%	-11%	-3%
Cc1ccccc1NS(=O)(=O)c1cc(C(N)=O)ccc1C	-19	-23%	7%	5%	?	-5%
CCC(C)(C)NC(=O)C(c1ccc(F)cc1)N(Cc1ccccc1)C(=O)c1cnccn1 (centres undefined)	?	1.4µM*	0%	-1%	2%	3%
Cc1nc2ccc(S(=O)(=O)NCC(=O)Nc3ccc(F)cc3F)cc2s1	33	nt	nt	3%	13%	nt
Cc1ccc(S(=O)(=O)N2CCN(C(=O)C(Cc3ccccc3)NC(=O)c3ccccc3)CC2)cc1 (centres undefined)	-23	7%	0%	-4%	?	nt
COc1ccc2[nH]c(C)cc(=O)c2c1	-13	12%	-2%	6%	-16%	-1%
CC(=O)N[C@@H](C)c1nc2ccccc2n1CCNC(=O)[C@H]1CCCN1c1nc(CN2CCCCC2)cs1	nt	nt	nt	-40%	-7%	-9%
O=C(CSc1nnc2c(n1)[nH]c1ccccc12)N1CCCCC1	?	?	5%	-12%	-7%	nt
CCOCc1nc(C)c(Cl)c(NS(=O)(=O)c2ccc(N)cc2)n1	50	6%	0%	-5%	-9%	1%
CCN(CC)S(=O)(=O)c1ccc(Cl)c(OC)c1	15	0%	41%[activator]	4%	2%	5%
CNC(=O)CSCCn1c(SCC(=O)NC)nc2ccccc2c1=O	87	31%	7%	0%	-16%	-1%
CC(C)(C)SCCNC(=O)c1ccc(Cl)c([N+](=O)[O-])c1	32	20%	-23%	2%	0%	2%
S=C(Nc1ccc2c(c1)OCO2)Nc1ccccc1Cl	-26	-1%	19%	?	-13%	-12%
COc1ccccc1CN1CC(C(=O)NC2CCOCC2)CCC1=O (centres undefined)	-17	18%	-9%	0%	5%	nt
C[C@@H]1CC2C3CC=C4C[C@@H](O)CC[C@]4(C)C3CC[C@]2(C)[C@H]1O (some centres undefined)	25	13%	-3%	nt	nt	nt
Cc1ccccc1NC(=O)C1CCN(C(=O)c2cnn(-c3ccccc3)c2-n2cccc2)CC1	-14	nt	nt	0%	3%	nt
CCCn1cc(S(=O)(=O)c2ccccc2)c(=O)c2cc(F)c(N3CCCC3)cc21	-8	nt	nt	11%	4%	nt
CC(C)CCOc1ccc(C2CC(=O)N(C)C2=O)cc1 (centres undefined)	57	12%	1%	6%	7%	0%
N#C/C(=C\c1ccc(F)cc1)c1n[nH]c(Cn2cncn2)n1	-9	9%	8%	13%	?	-17%
Cc1cc(C)n2cc(COc3ccccc3)nc2n1	7	4%	-21%	-4%	-8%	-13%
COc1c(C)cc(Br)cc1C(=O)NC(=S)NCc1ccco1	-23	-16%	-1%	-33%	8%	nt
CCOc1ccc(C(=O)NCC(=O)OCCCOC(=O)CNC(=O)c2ccc(OCC)cc2)cc1	-2	7%	4%	6%	0%	nt
CC(C)c1cc(NCC2CCCO2)n2c(nc3ccccc32)c1C#N (centres undefined)	-60*	?	7%	-14%	1%	0%
O=C(COc1cc2oc(=O)c3c(c2cc1Cl)CCC3)NCC(O)c1ccccc1 (centres undefined)	0	?	-16%	1%	-1%	nt
COc1ccc(CCNC(=O)c2cnn(-c3ccc(F)cc3)c2C2CCN(C(=O)OC(C)(C)C)CC2)c(OC)c1	-20	nt	nt	5%	-1%	nt
CCc1cc(C(=O)c2ccccc2OC)c(N)s1	1	-25%	-11%	1%	?	-9%
CCCCn1c(SCN2C(=O)c3ccccc3C2=O)nc2cc(S(N)(=O)=O)ccc21	-17	21%	-5%	-11%	?	-4%
COC(=O)c1ccc(OCCOc2ccccc2C)cc1	-16	2%	62%[activator]	-12%	-15%	5%
Clc1ccc(/C=N/Nc2ncnc3nc[nH]c23)cc1	8	4%	2%	3%	8%	-11%
O=C(NCc1ccccc1)C1CCN(C(=O)c2cnn(-c3ccccc3)c2-n2cccc2)CC1	64	nt	nt	-13%	1%	nt
Cc1cc(S(=O)(=O)NCCCN2CCOCC2)c(Cl)cc1Cl	-4	14%	1%	0%	-9%	2%
O=C(CN(Cc1ccccc1)C(=O)CCC(=O)Nc1nccs1)NCc1ccc(F)cc1	-4	-9%	-7%	-7%	-5%	8%
Nc1c(C(=O)NCc2ccco2)c2nc3ccccc3nc2n1CCc1ccccc1F	?	?	38%[activator]	25µM*	3%	?
CN(Cc1nc2ccccc2c(=O)[nH]1)Cc1cc(=O)oc2ccc3ccccc3c12	-26	12%	66%[activator]	1%	-7%	-18%
CCC(C)(C)NC(=O)C1CC(=O)N(CCc2ccc(F)cc2)C1 (centres undefined)	31	26%	-7%	-1%	-1%	7%
CC(=O)OC1(c2ccccc2)CC(C(C)(C)C)CN(C(C)(C)C)C1 (centres undefined)	3	1%	-9%	-2%	-7%	-24%

2 entries from above, as labelled records:
CCN(CC)S(=O)(=O)c1ccc(Cl)c(OC)c1
  HCMV antiviral = 15
  HCV inhibitor = 0%
  AMA1 RON2 block = 41%[activator]
  Sm TGR block = 4%
  AmpC detergent = 2%
  Giardia FBPA inh = 5%
CNC(=O)CSCCn1c(SCC(=O)NC)nc2ccccc2c1=O
  HCMV antiviral = 87
  HCV inhibitor = 31%
  AMA1 RON2 block = 7%
  Sm TGR block = 0%
  AmpC detergent = -16%
  Giardia FBPA inh = -1%

Continued:
SMILES	HCMV antiviral	HCV inhibitor	AMA1 RON2 block	Sm TGR block	AmpC detergent	Giardia FBPA inh
CCC(C)NS(=O)(=O)c1ccc(NC(=O)Cc2ccc(OC)cc2)cc1 (centres undefined)	?	?	6%	3%[57.1 µM]	?	-1%
CC(=O)Oc1c(C(=O)c2nnc(C)o2)c(=O)n(Cc2ccccc2)c2ccccc12	12	6%	25%	-10%	0%	-9%
Cc1c(-c2nc3ccccc3[nH]2)cnn1C	-6	-5%	6%	-3%	6%	nt
O=[N+]([O-])c1ccc(C2CCCC/C2=N/O)c([N+](=O)[O-])c1 (centres undefined)	11	-6%	-4%	3%	-12%	-7%
CCN1CCC2(CC1)N=C(c1ccc(F)cc1)C(=S)N2C(=O)c1ccc(C(C)(C)C)cc1	-7	?	15%[2.32 µM]	?	-9%	-5%
O=C(Nc1ccc(Cl)cn1)c1ccc(COCC(F)(F)C(F)F)o1	-2	?	12%	-12%	3%	-6%
CCOc1ccccc1N1CC(C(=O)Nc2ccccc2N2CCOCC2)CC1=O (centres undefined)	33	?	14%	2%	?	-14%
CC1CCN(S(=O)(=O)N2CCCC(C(=O)NCc3ccccc3Cl)C2)CC1 (centres undefined)	-15	0%	10%	4%	-15%	5%
O=C(COc1ccccc1F)NNC(=O)c1ccc2c(=O)n3c(nc2c1)CCC3	-14	28%	19%	-3%	-12%	nt
CCn1c(O)c(N=NC(=O)Cc2csc(N3CCOCC3)n2)c2ccccc21	51	?	-1%	9%	-12%	3%
CCOC(=O)C1=C(C)N(C)C(C)=C(C(=O)OCC)C1c1cccnc1	7	1%	-5%	-11%	?	16%
Cc1ccc(C)c(CN2C(=O)c3ccccc3Sc3ccc(C(=O)NCc4ccc5c(c4)OCO5)cc32)c1	-19	nt	nt	0%	2%	nt

High-throughput results from PubChem.

Compounds were not picked by outcome; about 9.3% have a hit in one of these screens.
